Source: PubChem (National Center for Advancing Translational Sciences (NCATS))
S-ASM inh: inhibitors of human secretory acid sphingomyelinase. AID 504937. Potency, µM (titrated, usually from 57.5 µM), inactives show top-dose activity change, negative = inhibition, usual class: inhibitors. placental ASM, HMU-PC fluorogenic substrate, 60 min. P17405. hit rate 0.006% among 340,000; note: potency is the fitted concentration of half-maximal effect
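Fluorescence read-out (Ex 386 nm, Em 447 nm) after stopping the reaction at pH 10. Enzyme: ASM from human placenta; substrate HMU-PC0, 9 uM final; 60 min, 37 °C. Compound preincubation 10 min, ambient temperature.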
Integrin act MD: activators of alpha7 integrin expression for muscular dystrophy; hit rate 0.064% among 350,000; alpha7betagal myoblasts, beta-gal FDG fluorescence, 48 h; Potency, µM (titrated, usually from 38.3 µM), without a hit: at the top dose activation, hits mostly activators;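 note: potency is the fitted concentration of half-maximal effect; 100% = response of the positive control SU9516; nearly all actives have a fitted effect of over 60% in size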
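Alpha7betagal+/- myoblasts (passage 13) were plated 16-24 hr, then exposed to compounds (1:260 dilution of DMSO stock) for 48 hours at 37C. After MPER lysis, β-galactosidase reporter activity was read as FDG fluorescence (ex 480/em 540) after 30 minutes.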
GALK inhibitor: galactokinase (human) inhibition; P51570; Purified GALK, Kinase-Glo residual ATP luminescence; Potency, µM (series often up to 57.5 µM), inactives show at the top dose activity change, negative = inhibition, hits mostly inhibitors; hit rate 0.007% among 270,000; AID 1868; note: potency is the fitted concentration of half-maximal effect; % is set by controls: 0 for no effect and ±100 for the full control effect
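Luminescence from leftover ATP (Ultra-Glo luciferase/luciferin) served as read-out after a 1 h room-temperature reaction of 5 nM GALK with 35 uM ATP and 100 uM galactose.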
KCNH2 WT inh: KCNH2 (human, wildtype) channel inhibition; activity change, % at 1.84 µM; hit rate 0.37% among 340,000; AID 720551; U2OS, BacMam KCNH2, thallium flux FluxOr; active compounds read low;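 active = maximum activity change below -70%; inconclusive = maximum activity change between -70% and -50%; inactive = maximum activity change above -50%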; note: % is set by controls: 0 for no effect and ±100 for the full control effect
Target sequence (Q12809 whole entry, looked up): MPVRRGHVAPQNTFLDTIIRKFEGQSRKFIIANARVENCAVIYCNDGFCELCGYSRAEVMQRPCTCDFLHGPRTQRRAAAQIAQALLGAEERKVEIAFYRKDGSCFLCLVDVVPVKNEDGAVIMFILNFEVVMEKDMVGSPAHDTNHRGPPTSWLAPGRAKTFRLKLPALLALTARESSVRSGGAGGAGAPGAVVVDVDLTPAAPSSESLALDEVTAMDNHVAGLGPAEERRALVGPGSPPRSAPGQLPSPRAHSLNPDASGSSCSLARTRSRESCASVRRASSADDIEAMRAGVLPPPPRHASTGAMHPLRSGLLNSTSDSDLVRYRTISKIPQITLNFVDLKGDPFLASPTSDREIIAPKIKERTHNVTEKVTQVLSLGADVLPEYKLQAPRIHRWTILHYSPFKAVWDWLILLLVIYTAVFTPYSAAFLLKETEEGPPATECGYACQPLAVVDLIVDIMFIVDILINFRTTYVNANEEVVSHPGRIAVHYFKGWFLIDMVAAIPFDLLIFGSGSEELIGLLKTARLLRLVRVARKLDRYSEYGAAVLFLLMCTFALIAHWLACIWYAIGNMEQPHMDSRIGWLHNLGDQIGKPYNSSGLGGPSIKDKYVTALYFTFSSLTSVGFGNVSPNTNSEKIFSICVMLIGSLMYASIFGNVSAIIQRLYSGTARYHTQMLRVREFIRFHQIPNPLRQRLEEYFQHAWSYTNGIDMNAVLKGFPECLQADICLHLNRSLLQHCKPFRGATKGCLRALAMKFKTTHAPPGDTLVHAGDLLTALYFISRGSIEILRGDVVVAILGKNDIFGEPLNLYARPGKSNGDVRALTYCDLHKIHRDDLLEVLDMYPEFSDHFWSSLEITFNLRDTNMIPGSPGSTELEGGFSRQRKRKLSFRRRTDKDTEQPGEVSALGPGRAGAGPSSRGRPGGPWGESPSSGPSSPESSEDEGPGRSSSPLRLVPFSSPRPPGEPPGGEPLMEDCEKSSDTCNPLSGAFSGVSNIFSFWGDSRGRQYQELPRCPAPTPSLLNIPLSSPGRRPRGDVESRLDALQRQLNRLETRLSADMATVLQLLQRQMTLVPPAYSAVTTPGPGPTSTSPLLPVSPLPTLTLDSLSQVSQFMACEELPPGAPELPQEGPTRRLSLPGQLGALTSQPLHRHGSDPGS
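U2OS cells transduced with wild-type KCNH2 virus are loaded with FluxOr dye for 45 min, and thallium flux is measured in kinetic reads before and after stimulation buffer. Rate constants are normalized to DMSO controls.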
AT treatment: potential ataxia-telangiectasia treatments restoring KAP-1 phosphorylation | […] A-T fibroblasts, KAP-1 phosphorylation AlphaLISA; neocarzinostatin DNA damage 30 min before lysis | Potency, µM (series often up to 57.5 µM), for the others: at the top dose activation, hits mostly activators | hit rate 0.19% among 320,000 | AID 485349; note: potency is the fitted concentration of half-maximal effect; % of control where 0% means no effect; nearly all actives have a fitted effect of over 45% in size
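hTERT-immortalized A-T patient fibroblasts ([…]), 500 cells/well in OPTI-MEM, 1% FBS, got compounds for 60 min, then NCS for 30 min at 37C. Lysates were then assayed for phospho-KAP-1 by AlphaLISA (anti-pKAP1 donor, anti-KAP1 acceptor beads), 6 hr at 25C.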
TRPV1 agonist: agonists of human vanilloid receptor 1 (TRPV1). Q8NER1. TRPV1-expressing cells, Fluo-8 calcium influx, agonist mode. activation, % at 8.33 µM. hit rate 0.19% among 320,000. AID 540275; in the data active = activation above about 80%; inconclusive = between about 30% and that limit; note: 0% is about no effect
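Fluo-8 calcium influx in TRPV1-expressing cells, kinetic read (ex 480/em 520 nm). Compound added and read 3 min for agonist activity, followed by capsaicin at EC20 final and 2 min further read for enhancement.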
MBNL1 CUG block: inhibitors of human MBNL1 binding to CUG repeat RNA | Q9NR56 | hit rate 0.036% among 280,000 | TR-FRET MBNL1-His/biotin-(CUG)12 binding, 665/545 ratio | Potency, µM (doses to about 57.5 µM), for inactives: at the top dose activity change, negative = inhibition, actives largely listed as inhibitors; active = well fitted inhibition curve with a large enough effect in the signal ratio, with a control signal flat, not every such curve was filed as active; inconclusive = small, poorly fitted or top-dose-only effect, or effect the other way, or a change in a side signal; inactive = no such curve, though single readings can be large or run the other way; the % refers to the signal ratio; note: potency is the fitted concentration of half-maximal effect; % is set by controls: 0 for no effect and ±100 for the full control effect
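MBNL1-His + Biotin-(CUG)12, cpd titration 92 nM–58 uM; Tb anti-His Ab 0.055 ng/ul, SA-XL665 5 nM (final); 60 min RT; ratiometric 665/545 nm, Ex 340 nm; normalized to buffer and full-complex controls.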
MLL CXXC-DNA inh: inhibitors of human MLL CXXC domain-DNA interaction; Q03164; hit rate 0.037% among 290,000; Potency, µM (titrated, usually from 115 µM), inactives show at the top dose activity change, negative = inhibition, actives largely listed as inhibitors; MLL-CXXC / FITC-HOXA9 DNA fluorescence polarization; active = well fitted inhibition curve with a large enough effect in the polarisation, with a control signal flat, not every such curve was filed as active; inconclusive = small, poorly fitted or top-dose-only effect, or effect the other way, or a change in a side signal; inactive = no such curve, though single readings can be large or run the other way; the % refers to the polarisation; note: potency is the fitted concentration of half-maximal effect
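Fluorescence polarization: 7 uM MLL-CXXC (stock) preincubated 5 min with compounds, then 50 nM fluorescein-HOX-A9 DNA (stock) added; 30 min ambient. Buffer 50 mM Tris-HCl pH 7.5, 50 mM NaCl, 1 mM DTT, 0.05% BSA.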
KCNH2 3.1 block: KCNH2 3.1 (human) potassium channel inhibition; AID 720553; activity change, % (tested at about 1.8 µM); hit rate 0.95% among 340,000; U2OS KCNH2 3.1, thallium flux FluxOr; active compounds read low;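 active = maximum activity change below -70%; inconclusive = maximum activity change from -70% to -50%; inactive = maximum activity change above -50%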;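 note: thallium influx rate constant from kinetic fluorescence after stimulation buffer; % is set by controls: 0 for no effect and ±100 for the full control effect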
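U2OS cells transduced with KCNH2 3.1 mutant virus (1.77 x 10^8 /mL, 4 h), plated overnight at 37 C, loaded 45 min with FluxOr dye plus Red40 quencher. Thallium flux rate constant from kinetic reads after stimulation buffer, normalised to controls.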
Coupling enz: counter-screen for Giardia aldolase inhibitors: coupling enzyme system; coupling enzyme system counterscreen, AmpLite Red fluorescence; activity change, negative = inhibition, % at 58.2 µM, hits read low; hit rate 0.67% among 290,000; AID 2472; in the data active = activity change below about -30%; note: % is set by controls: 0 for no effect and ±100 for the full control effect
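Counterscreen of the coupled detection system alone, without aldolase: glyceraldehyde-3-phosphate coupling enzymes plus AmpLite Red readout. Compounds at 57.5 uM final, 10 min RT preincubation, 20 min RT reaction, fluorescence 525/598 nm.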
Numbers without * were called inactive; u = inconclusive; x = not tested or not shown; [ ] = dose if it differs, or a comment. Unless noted, calls come from the whole dose curve; as a rule, active = well fitted curve in the direction sought with a large enough effect; inconclusive = small, poorly fitted or top-dose-only effect, or another doubt; inactive = no such curve, though single readings can be large; an effect the other way counts as inactive or inconclusive.

SMILES	S-ASM inh	Integrin act MD	GALK inhibitor	KCNH2 WT inh	AT treatment	TRPV1 agonist	MBNL1 CUG block	MLL CXXC-DNA inh	KCNH2 3.1 block	Coupling enz
CCCC(C)NC(=S)NC(=O)c1cc(S(=O)(=O)N2CCOCC2)ccc1C (configuration not stated)	-0.8%	-14.6%	-1.9%	-8.3	-5.3%	5.9	-1.6%	1.2%	2.1	-1.4
COC(=O)c1ccccc1NC(=O)C1CC(=O)N(c2ccc(OC)cc2)C1 (configuration not stated)	0.4%	-4.3%	0.8%	-0.7	-0.8%	5.7	0.0%	3.6%	3.2	-0.4
CCN(CC)C(=O)c1ccccc1NS(=O)(=O)c1ccc(C)cc1	1.7%	12.8%	-5.5%	-13.7	-2.2%	-0.5	-1.8%	-1.2%	-4.1	2.5
O=S(=O)(NC(=S)NC1CCCCC1)c1ccccc1	2.7%	-9.6%	-0.4%	-1.7	1.7%	0.9	5.9%	27.2%	27.5	-6.8
Cc1nnc(SCCn2c(N(C)Cc3ccccc3)nc3c2c(=O)[nH]c(=O)n3C)s1	2.4%	9.7%	3.3%	-5.3	-0.7%	0.8	6.2%	0.7%	3.7	1.0
CC(C)CCn1c(C(C)O)nc2ccccc21 (configuration not stated)	2.1%	-8.7%	0.0%	-1.6	5.0%	0.5	0.6%	4.5%	12.0	-0.7
COc1ccc(S(=O)(=O)Nc2ccc(O)c(Sc3ncn[nH]3)c2)cc1	4.9%	7.5%	-2.0%	-3.1	-4.7%	0.3	-6.9%	-7.0%	-2.8	-6.4
CCC(C)NC(=O)C1CCN(S(=O)(=O)c2cc([N+](=O)[O-])ccc2Cl)CC1 (configuration not stated)	-1.3%	-37.3%	-0.7%	-1.3	23.1%	1.5	u	u	1.4	-1.2
C=CC[n+]1c(-c2ccc(C)cc2)csc1Nc1ccc(NC(C)=O)cc1	-4.3%	-6.8%	1.4%	x	1.8%	16.6	4.9%	-2.3%	-10.0	1.5
COc1ccccc1N1C(=O)C2C3C=CC(CC3)C2C1=O (configuration not stated)	4.1%	-7.1%	4.9%	-23.5	1.2%	2.6	-5.8%	-9.6%	-43.2	-4.0
CCOc1ccc(NC(=O)c2ccccc2CO)cc1	-0.9%	6.4%	3.8%	-3.2	x	6.0	-5.9%	-0.3%	-5.7	2.0
O=C(N/C(=C\c1ccc(-c2ccccc2)o1)C(=O)N1CCOCC1)c1ccccc1	2.7%	-38.5%	-0.1%	1.1	2.7%	14.0	u	0.3%	-2.4	3.3
O=C(NCc1cccnc1)c1ccc([N+](=O)[O-])o1	2.5%	-57.9%[inhibitor]	-0.5%	x	2.0%	-1.2	u	5.7%	7.5	-0.8
CCOC(=O)CC1C(=O)NCCN1C1CCCC1 (configuration not stated)	5.5%	6.7%	-0.2%	-0.7	-1.8%[11.5 µM]	-1.3	0.7%	-10.3%	-7.4	3.8
c1ccc(-c2nnc3sc(CN4CCC5(CC4)OCCO5)cn23)cc1	-1.2%	-9.6%	-0.3%	-36.6	-0.8%	5.6	5.5%	-3.1%	-8.0	1.0
Cc1cc(C)cc(-n2nc(C)cc2N)c1	-0.1%	1.0%	0.7%	-35.5	-2.0%	2.8	9.9%	18.6%	3.9	-0.1
CCOC(=O)C1=C(C)NC(=O)NC1c1ccc(N(C)C)cc1 (configuration not stated)	5.8%	-2.3%	0.6%	0.2	-4.5%	1.0	-6.2%	4.9%	0.4	0.9
COC(=O)c1c(SCC(=O)Nc2ccc(C)cc2)nc(=O)[nH]c1C	-1.0%	-23.6%	5.6%	-5.2	0.5%	-2.6	-9.0%	0.2%	16.3	1.0
COc1cccc(NC(=O)/C=C/c2ccccc2[N+](=O)[O-])c1	-6.1%	-27.7%	0.5%	-2.4	-14.7%	15.9	x	-4.5%	0.8	-6.6
C/C(CC(=O)Nc1ccc(Cl)c(Cl)c1)=N\NC(=O)Cc1ccccc1	-3.2%	3.2%	0.0%	-10.5	4.2%	11.1	x	10.7%	0.7	2.5
Cc1ccc(C(C)NC(=O)c2cc3cc(Br)ccc3oc2=N)cc1 (configuration not stated)	-0.2%	-4.5%	2.8%	10.4	-15.5%	-1.4	36.0%[activator]	3.8%	x	x
CN1CCN(C(=O)C2CCN(S(=O)(=O)c3ccc(F)cc3)CC2)CC1	-0.4%	0.0%	4.4%	2.5	-5.0%	-5.7	-2.4%	-0.7%	1.9	1.3
CSc1ncc(C(=O)O)c(C)n1	0.4%	27.8%	0.7%	-1.1	1.1%	-1.8	6.0%	1.6%	-34.1	1.2
CC(C)C1CC(C(=O)Nc2ccccc2)C(=O)O1 (configuration not stated)	2.2%	16.0%	x	0.5	x	x	x	x	-23.8	x

6 of the compounds above, bar-delimited.
Compound | S-ASM inh | Integrin act MD | GALK inhibitor | KCNH2 WT inh | AT treatment | TRPV1 agonist | MBNL1 CUG block | MLL CXXC-DNA inh | KCNH2 3.1 block | Coupling enz
COC(=O)c1c(SCC(=O)Nc2ccc(C)cc2)nc(=O)[nH]c1C | -1.0% | -23.6% | 5.6% | -5.2 | 0.5% | -2.6 | -9.0% | 0.2% | 16.3 | 1.0
COc1cccc(NC(=O)/C=C/c2ccccc2[N+](=O)[O-])c1 | -6.1% | -27.7% | 0.5% | -2.4 | -14.7% | 15.9 | x | -4.5% | 0.8 | -6.6
C/C(CC(=O)Nc1ccc(Cl)c(Cl)c1)=N\NC(=O)Cc1ccccc1 | -3.2% | 3.2% | 0.0% | -10.5 | 4.2% | 11.1 | x | 10.7% | 0.7 | 2.5
Cc1ccc(C(C)NC(=O)c2cc3cc(Br)ccc3oc2=N)cc1 (configuration not stated) | -0.2% | -4.5% | 2.8% | 10.4 | -15.5% | -1.4 | 36.0%[activator] | 3.8% | x | x
CN1CCN(C(=O)C2CCN(S(=O)(=O)c3ccc(F)cc3)CC2)CC1 | -0.4% | 0.0% | 4.4% | 2.5 | -5.0% | -5.7 | -2.4% | -0.7% | 1.9 | 1.3
CSc1ncc(C(=O)O)c(C)n1 | 0.4% | 27.8% | 0.7% | -1.1 | 1.1% | -1.8 | 6.0% | 1.6% | -34.1 | 1.2

Next section:
SMILES	S-ASM inh	Integrin act MD	GALK inhibitor	KCNH2 WT inh	AT treatment	TRPV1 agonist	MBNL1 CUG block	MLL CXXC-DNA inh	KCNH2 3.1 block	Coupling enz
O=C(Nc1ccc(Cl)cc1)c1cc(S(=O)(=O)Nc2ccccn2)ccc1Cl	-2.9%[11.5 µM]	-2.6%	6.5%	-0.8	-1.6%	2.0	-5.3%	9.1%	5.7	0.7
CCOC(=O)c1cc(S(=O)(=O)NCCc2ccc(OC)c(OC)c2)cn1C	0.2%	5.5%	-2.3%	8.7	-2.2%	2.9	3.8%	-2.1%	-5.9	x
CC1CCc2c(sc(NC(=O)CSc3ncn[nH]3)c2C#N)C1 (configuration not stated)	0.6%	-50.4%	3.2%	3.6	15.8%	7.4	15.7%	2.8%	-6.6	4.6
O=C1CC(N2CCCc3ccccc32)C(=O)N1c1ccccc1Cl (configuration not stated)	0.0%	-19.6%	-0.2%	-14.4	-0.3%	0.7	u	4.6%	-10.6	-6.7
Cc1ccccc1OCC(=O)N/N=C1\CC(=O)CC(C)(C)C1	2.0%	u	2.9%	-13.2	8.7%	-0.9	-3.4%	5.3%	-9.7	x
O=C1c2ccccc2NC2(CCCC2)N1O	1.8%	27.8%	1.5%	-0.3	6.4%	1.6	5.9%	-4.8%	-7.7	0.1
NCCSc1c(-c2ccc(Cl)cc2)[nH]c2ccccc12	-3.2%	0.0%	-1.1%	3.8	7.7%	-0.9	4.3%	8.8%	-17.8	-0.2
Cc1ccc(NC(=O)OC(C)CNC(=O)Oc2cccc(C)c2)cc1 (configuration not stated)	-1.3%	12.3%	0.6%	8.6	15.3%	-8.8	-2.5%	0.1%	3.4	-0.3
COc1ccc(Br)cc1S(=O)(=O)N1CCCc2ccccc21	-1.1%	-9.8%	-6.1%	4.1	4.0%	17.4	-12.6%	6.4%	4.2	-1.9
COc1cccc(NC(=S)NC(=O)Cc2ccc(Cl)cc2)c1	u	23.5%	-4.6%	-4.0	2.2%	27.4	0.8%	-5.7%	-11.7	-0.2
O=C(CN1C(=O)NC2(CCCCC2)C1=O)Nc1ccc(S(=O)(=O)N2CCOCC2)cc1	0.4%	27.1%	-1.7%	-3.1	-7.0%	-0.3	0.0%	6.0%	0.7	1.0
COc1cc(C(=S)N2CCOCC2)cc(OC)c1OS(=O)(=O)c1ccc(C)cc1	-3.4%	-0.3%	0.9%	-2.2	8.2%	-0.7	-10.4%	2.4%	3.7	-3.1
